# HePTP inh = human HePTP phosphatase inhibition | P35236 | recombinant HePTP phosphatase activity, OD absorbance | inhibition, % at 20 µM | hit rate 0.64% among 110,000; in the data active = inhibition above about 50%;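 note: plate controls were vehicle for no effect and reference inhibitor for full effect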
# BAP1 inh = blocks human BAP1 ubiquitin-AMC hydrolysis. Q92560. recombinant BAP1, Ub-AMC hydrolysis fluorescence kinetic; hits give low values. activity remaining (% of control), % at 20 µM. hit rate 0.48% among 72,000. AID 436;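 active = activity remaining at or below 50% of control, provided the compound also passes the data quality filters; inactive = the rest, including low values that fail the filters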;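 note: 100% = DMSO wells rate and 0% = substrate alone blank rate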
# Target sequence (Q92560 whole entry, looked up): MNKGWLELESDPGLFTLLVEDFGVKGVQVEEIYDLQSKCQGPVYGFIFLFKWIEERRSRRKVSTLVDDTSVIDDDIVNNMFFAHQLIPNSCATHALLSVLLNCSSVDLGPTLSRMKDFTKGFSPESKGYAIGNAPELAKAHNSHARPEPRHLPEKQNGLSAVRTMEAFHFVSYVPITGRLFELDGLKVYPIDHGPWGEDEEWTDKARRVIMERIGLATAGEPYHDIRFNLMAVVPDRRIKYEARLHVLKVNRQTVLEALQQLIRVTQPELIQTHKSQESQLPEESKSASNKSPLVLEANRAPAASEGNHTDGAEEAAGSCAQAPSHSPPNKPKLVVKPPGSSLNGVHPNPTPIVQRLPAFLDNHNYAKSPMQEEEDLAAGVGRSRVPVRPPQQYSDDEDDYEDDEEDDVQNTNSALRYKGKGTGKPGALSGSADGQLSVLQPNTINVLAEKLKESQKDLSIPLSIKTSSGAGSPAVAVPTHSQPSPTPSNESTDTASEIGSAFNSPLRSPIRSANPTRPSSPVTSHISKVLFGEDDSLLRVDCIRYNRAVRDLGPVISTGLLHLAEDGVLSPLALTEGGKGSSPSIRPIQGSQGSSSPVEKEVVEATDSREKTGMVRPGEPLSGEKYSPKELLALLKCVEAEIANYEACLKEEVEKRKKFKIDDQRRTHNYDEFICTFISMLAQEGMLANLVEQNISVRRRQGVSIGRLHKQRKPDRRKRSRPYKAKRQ
# * hit, by the source's call; / = no result given; & = joins results of further samples. Compounds as they come, and some 0.83% of all compounds hit somewhere here.
SMILES,HePTP inh,BAP1 inh
COC(=O)c1cc(NC(=O)c2ccc(Cn3cc(Cl)cn3)o2)cc(C(=O)OC)c1,5,100
COc1ccc(C2NC(=S)NC(C)=C2C(=O)Nc2ccccc2)cc1OC (stereo not drawn),1,/
Cc1ccccc1Nc1nc(-c2cc3cc(Br)ccc3oc2=O)cs1,2,/
O=C(CSc1nnc([C@@H]2CCCN2)o1)c1ccc(Cl)cc1,0,93
Clc1ccc(-n2cnnn2)cc1,4,99&130
CCOc1ccc(C(=O)NC2CCN(S(C)(=O)=O)CC2)cc1,4,113
COc1ccc(S(=O)(=O)N2CCCC2C(=O)Nc2ccc(O)cc2)cc1 (stereo not drawn),4,99
C/C(=N\NC(=O)c1cc(C2CC2)[nH]n1)c1ccc(Br)cc1,-6,/
CC1CCCN(C(=O)Nc2cccc(NC(=O)N3CCCC(C)C3C)c2)C1C (stereo not drawn),-8,97
COc1ccc(NC(=O)c2ccccc2C(F)(F)F)c(OC)c1,-10,/
CC(OC(=O)C1CC=CCC1C(N)=O)C(Cl)=C(Cl)Cl (stereo not drawn),-4,97
Cn1c(NCc2ccco2)nc2c1c(=O)n(Cc1ccc(Cl)c(Cl)c1)c(=O)n2C,5,66
CCC(C)[C@H](NC(=O)NCc1ccccc1)C(=O)O (stereo partly drawn),-10,99
CS(=O)(=O)N1CCN(c2ccccc2NC(=O)Cc2ccccc2)CC1,8,119
NS(=O)(=O)c1ccc(N2N=C(/C=C/c3ccc(F)cc3)CC2c2ccc(F)cc2)cc1 (stereo not drawn),-3,/
CCN(CC)c1ccc(NC(=O)C2CCC(C)(C(=O)O)C2(C)C)cc1 (stereo not drawn),-8,/
COc1ccc(OCCNC(=O)Nc2ccc(Br)cc2)cc1,9,/
Cn1c(=O)c2nnn(/N=C(\c3ccccc3)C3CC3)c2n(C)c1=O,-7,/
NC(=O)SCC(=O)Nc1ccc(I)cc1,6,/
Nc1ncc(-c2ccc([N+](=O)[O-])cc2)cn1,-3,/
C=CCN1C(=O)CSc2ccc(C(=O)OCC)cc21,-4,68
CCCOC(=O)C1=C(C)NC2=C(C(=O)CCC2)C1c1ccc(OC)c(OC)c1OC (stereo not drawn),/,75
CC1SC(c2ccc(Cl)cc2Cl)NC1=O (stereo not drawn),6,/
O=C(NCCN1CCCC1)c1cc(-c2ccncc2)nc2ccc(S(=O)(=O)N3CCOCC3)cc12,3,99
COc1cc(/C=N/NC(=O)Cc2nnc(N)s2)ccc1OCc1ccc(Cl)cc1Cl,-28,/

# Three entries picked at random from the list so far:
SMILES,HePTP inh,BAP1 inh
CS(=O)(=O)N1CCN(c2ccccc2NC(=O)Cc2ccccc2)CC1,8,119
COc1cc(/C=N/NC(=O)Cc2nnc(N)s2)ccc1OCc1ccc(Cl)cc1Cl,-28,/
CCCOC(=O)C1=C(C)NC2=C(C(=O)CCC2)C1c1ccc(OC)c(OC)c1OC (stereo not drawn),/,75

# (cont.)
SMILES,HePTP inh,BAP1 inh
O=C(CCCC(=O)OCC(F)(F)C(F)F)Nc1ccc(Br)cc1,8,/
CCCC(=O)Nc1cc(-c2cn3cccnc3n2)ccc1OC,11,68
CCN1C(=O)c2cccc3c(NC(=O)C(C)(C)C)ccc1c23,10,147
O=C(c1ccccc1)c1ccc(C(=O)N(CCCCN2C(=O)c3ccccc3C2=O)c2ccc(F)cc2F)cc1,-5,/
COc1ccc(N2C(N)=NC(N)=NC23CCCC3)cc1,7,92
O=C(Cn1c(=O)sc2ccccc21)NCc1ccco1,-1,/
COC1=CC(=O)CC(C)C12Oc1c(Cl)c(OC)cc(OC)c1C2=O (stereo not drawn),3,65
O=C(c1ccccc1)n1ccc2ccccc21,2,93
C=CCNC(=O)CN(c1cccc(Cl)c1)S(=O)(=O)c1ccccc1,-6,/
CSCCC(C(=O)O)N1C(=O)/C(=C/c2ccccc2Cl)SC1=S (stereo not drawn),-4,/
COC(=O)C1=CNC=C(C(=O)OC)C1c1cccc(OC)c1OC,-2,/
Cc1cc(C=C2C(=O)c3ccccc3C2=O)c(C)n1-c1cccnc1,2,/
CC(=O)Nc1ccc(C2=N/C(=C/c3ccc(-c4ccc(C)c(Cl)c4)o3)C(=O)O2)cc1,8,/
CCCCOc1ccc(N2C(=O)CC(N(O)c3ccccc3)C2=O)cc1 (stereo not drawn),0,62
O=C(/C=C/Nc1ccc(O)cc1)c1ccc(Br)cc1,11,/
CC(=O)Nc1ccc(-c2nn3c(C)nnc3s2)cc1C,-5,93
COc1cc(C2C(C(=O)N3CCOCC3)=C(C)NC3=C2C(=O)CCC3)ccc1OC(C)=O (stereo not drawn),8,/
Cn1c(=NC(=O)CN2C(=O)C3CC=CCC3C2=O)sc2ccccc21 (stereo not drawn),-8,84
Cc1cccc(CC(=O)Nc2c3c(nn2-c2cccc(Cl)c2)CS(=O)C3)c1 (stereo not drawn),1,92
Cc1noc(C)c1COC(=O)c1ccc2ccccc2n1,5,101
CN=C(N)NCCC[C@H](N)C(=O)O,/,97
COc1ccc(C2CC(C(F)(F)F)n3nc(C(=O)Nc4cc(OC)c(Cl)cc4OC)c(Cl)c3N2)cc1 (stereo not drawn),-4,/
COC(=O)C(C)Sc1nnc(Cc2cc(=O)[nH]c(=O)[nH]2)n1-c1cc(C)ccc1C (stereo not drawn),3,99
COc1ccc(C(=O)Nc2nc3ccccc3[nH]2)cc1OC,7,113
COc1ccc(CN2CCN(C(=O)c3cccs3)CC2)cc1,4,89

# Four structures out of the list, arranged by heavy-atom count, largest number first:
SMILES,HePTP inh,BAP1 inh
COc1ccc(C2CC(C(F)(F)F)n3nc(C(=O)Nc4cc(OC)c(Cl)cc4OC)c(Cl)c3N2)cc1 (stereo not drawn),-4,/
COc1cc(C2C(C(=O)N3CCOCC3)=C(C)NC3=C2C(=O)CCC3)ccc1OC(C)=O (stereo not drawn),8,/
Cc1cc(C=C2C(=O)c3ccccc3C2=O)c(C)n1-c1cccnc1,2,/
O=C(c1ccccc1)n1ccc2ccccc21,2,93

# (continued)
SMILES,HePTP inh,BAP1 inh
Cc1cc(NC2CCCCC2)nc(N2CCOCC2)n1,5,90
Cc1nc(C)c(C(=O)OCC(=O)N2CCN(c3ccccc3)CC2)s1,7,115
Cc1cc(C)c2cc(CN(Cc3ccco3)C(=O)NCc3ccccc3)c(=O)[nH]c2c1,6,98
COc1ccc(C(=O)Nc2ccc(NC(=O)c3ccco3)c(OC)c2)cc1,6,/
CCOCCCNc1cc(C)c(C#N)c2nc3ccccc3n12,-3,/
Cc1ccc(C)c(NC(=O)c2ccc([N+](=O)[O-])cc2)c1,6,/
COc1cccc(NC(=O)C(=O)N/N=C/c2ccc(O)c(OC)c2)c1,0,/
Cc1ccc(OCC(=O)Nc2ccccc2C)cc1C,/,170
COC(=O)C1=C(C)N(C)C(=O)/C1=C\c1cccs1,-6,/
Cc1cc(O)c(NC(=O)c2ccc(Br)o2)cc1C,5,106
CCN1C(=O)/C(=C2\SC(=S)N(C3CCS(=O)(=O)C3)C2=O)c2ccccc21 (stereo not drawn),10,/
COC(=O)Nc1ccc(S(=O)(=O)N(CCO)CC(F)(F)C(F)F)cc1,0,80
COCCOC(=O)c1c(C)oc2ccc(OC(=O)c3cccs3)cc12,-3&2,/
Cc1cc(OCC(=O)Nc2cccc3nsnc23)ccc1Cl,6,/
COc1cccc(N=C2SC(C(=O)Nc3ccc(F)cc3)CC(=O)N2C)c1 (stereo not drawn),8,105
CN1CCN(CCP(=O)(c2ccccc2)c2ccccc2)CC1,-10,/
Cc1ccc(NC(=O)Cc2nnc(NC(=O)Nc3ccccc3)s2)cc1,3,/
O=C(CC1CCCCC1)Nc1ccc(Br)cc1,0,/
CCOc1ccc(-n2c(-c3ccc(Br)cc3)c[n+]3c2CCCCC3)cc1,/,132
CSc1ccc(/C=N/n2c(C)cc(C)cc2=O)cc1,4,87
C=CCN1C(=O)CS/C1=N/c1nccs1,3,57
O=C1C(=O)N(CCCn2ccnc2)C(c2ccc([N+](=O)[O-])cc2)/C1=C(\O)c1ccc(Cl)cc1 (stereo not drawn),-11,/
Nc1ccc(C=Cc2nc3ccccc3[nH]2)cc1,/,59
CC(Oc1ccc(Cl)cc1Cl)C(=O)NCCN(C)C (stereo not drawn),14,/
O=C(O)CNC(=O)c1ccc2c(c1)OCCO2,2,101

# Reformatted as labelled records: 3 of the compounds above.
SMILES: CCOc1ccc(-n2c(-c3ccc(Br)cc3)c[n+]3c2CCCCC3)cc1
  HePTP inh = /; BAP1 inh = 132

SMILES: CSc1ccc(/C=N/n2c(C)cc(C)cc2=O)cc1
  HePTP inh = 4; BAP1 inh = 87

SMILES: C=CCN1C(=O)CS/C1=N/c1nccs1
  HePTP inh = 3; BAP1 inh = 57

# Continued.
SMILES,HePTP inh,BAP1 inh
CC(=O)C1=C(Nc2ccccc2)CC(C)(O)C(C(C)=O)C1c1cccnc1 (stereo not drawn),-9,/
COc1cccc(/C(O)=C2/C(=O)C(=O)N(CCCN(C)C)C2c2cccc(Cl)c2)c1 (stereo not drawn),3,156
CCc1ccccc1Nc1ccc(C(=O)O)cc1N,8,102
Cc1cccc(C)c1NC(=O)CSc1nc2ccccc2s1,-7,/
O=C(COc1ccccc1[N+](=O)[O-])N/N=C/c1cc(I)ccc1O,2,/
O=S(=O)(c1ccc(N2CCCC2c2nc3ccccc3s2)nc1)N1CCOCC1 (stereo not drawn),2,87
COc1ccc(/C=C2\SC(=S)N(C(C)C(=O)O)C2=O)cc1 (stereo not drawn),-17,/
CC1(C)CC(=O)C(CC2=C(O)CC(C)(C)CC2=O)C(=O)C1,8,85
O=C(NCCc1ccccc1)c1c(F)cccc1Cl,2,/
CN1C(=O)/C(=C2\SC(=S)N(C3CCS(=O)(=O)C3)C2=O)c2ccccc21 (stereo not drawn),5,/
O=C(Nc1ccc(I)cc1Cl)c1cc2ccccc2o1,3,/
CCc1c(C)nc(N)nc1N1CCCC1,4,/
CCC(=O)Nc1c(OC(=O)CC)ccc2c(C)cc(=O)oc12,5,265
CCCC(=O)Nc1ccc(NC(=O)COc2ccc(C(C)(C)C)cc2)cc1,-11,/
CCOc1ccc(NC(=O)C2CC(=O)N3CCCN=C3S2)cc1 (stereo not drawn),6,55
CSc1nc2c(c(=O)n1C)C(C)(C)Cc1ccccc1-2,-2,/
CCOC(=O)C1=C(C)NC(=O)C(C#N)C1c1ccco1 (stereo not drawn),4,105
Cn1c(=O)c2c(nc(NCc3ccccc3)n2C)n(C)c1=O,8&5,115
CCOC(=O)C(OC(=O)c1sc(=S)n(C)c1C)C(C)=O (stereo not drawn),7,102
O=C(CSc1nnc(-c2cnccn2)n1Cc1ccco1)c1ccccc1,-1,96
COC(=O)c1c(NC(=S)Nc2ccccc2)sc2c1CCCC2,3,/
Cc1cccc(-c2nc(CS(=O)CC(=O)N3CCN(C)CC3)c(C)o2)c1 (stereo not drawn),7,88
CCc1ccccc1NC(=O)CN(c1ccc(Br)cc1)S(C)(=O)=O,4,/
COc1ccc(OC)c(NC(=O)CSCc2cnn(-c3ccccc3)c2-n2cccc2)c1,1,/
COc1cccc(S(=O)(=O)NCc2ccc(C(=O)NCC3CCCO3)cc2)c1 (stereo not drawn),16,99

# (next part)
SMILES,HePTP inh,BAP1 inh
O=C(CC1NCCNC1=O)Nc1ccc(Oc2ccccc2)cc1 (stereo not drawn),3,81
CCN1/C(=C/C(C)=O)Sc2ccccc21,8,/
CCN1CCn2c1nc(N1CCOCC1)nc2=O,-9,93
CC(N=C(NS(=O)(=O)c1ccccc1)c1ccccc1)C(=O)O (stereo not drawn),-1,/
COC(=O)c1cccc(N2C(=O)c3cccnc3C2=O)c1,-19,104
C=CCn1c(SCC(=O)N2CCCCC2)nc2sc3c(c2c1=O)CCC3,-20,/
Cc1ccc(S(=O)(=O)n2nc(C)c(Br)c2C)c(C)c1C,20,82
Cc1ccc(C2OC(=O)c3ccccc32)cc1 (stereo not drawn),-6,91
Cc1onc(-c2ccccc2Cl)c1C(=O)N1CCc2ccccc2C1,-14,/
CC(C)Cc1cc(-c2ccco2)c(C#N)c(N)n1,-2&9,/
CCOCCOC(=O)C1=C(C)N(C)C(=O)NC1c1cccc([N+](=O)[O-])c1 (stereo not drawn),-2,/
COc1ccccc1/C=N/N=C1/NC(=O)C(CC(=O)Nc2ccccc2C(F)(F)F)S1 (stereo not drawn),-2,/
CCOc1ccc(NCC(O)CSCC(O)CNc2ccc(OCC)cc2)cc1 (stereo not drawn),2,/
CCCc1nn2c(N)c(C=C3C=C(Cl)C(=O)C(Cl)=C3)c(=O)nc2s1,4,/
COc1ccccc1C(=O)Nc1ccc(OC(F)(F)F)cc1,2,/
O=C1C2CC=C(Cl)CC2C(=O)N1CC1Cc2ccccc2CO1 (stereo not drawn),2,110
CCc1nn2c(=O)cc(N3CCN(c4cc(C)nc5ccccc45)CC3)nc2s1,-2,133
O=C(c1cccs1)N(Cc1cccc(Cl)c1)C1CCS(=O)(=O)C1 (stereo not drawn),2,/
CN(C)c1ccc(/C=C/C=N/N=c2\sc3ccccc3n2C)cc1,-9,/
CCN(CCCNc1ncnc2nc[nH]c12)c1cccc(C)c1,-2,83

# Screening data deposited in PubChem BioAssay by several laboratories.
